IMPase cell inh – IMPase inhibition in cells; CHO-M1 cells, IP1 accumulation, HTRF TR-FRET ratio; inhibition (IP1 accumulation), % at 46.1 µM; 120,000 tested, under 10 active; active means well fitted curve in the direction sought with a large enough effect in the signal ratio, not every such curve was filed as active; inconclusive means small, poorly fitted or top-dose-only effect, or a change in a side signal; inactive means no such curve, though single readings can be large or run the other way; the % refers to the signal ratio;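 further: cells stimulated with carbachol in lithium chloride buffer; plate controls were DMSO basal wells for no effect and reference inhibitor wells for full effect; higher means more IMPase inhibition seen as more IP1 and lower FRET ratio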
Target sequence (P97697 whole entry, looked up): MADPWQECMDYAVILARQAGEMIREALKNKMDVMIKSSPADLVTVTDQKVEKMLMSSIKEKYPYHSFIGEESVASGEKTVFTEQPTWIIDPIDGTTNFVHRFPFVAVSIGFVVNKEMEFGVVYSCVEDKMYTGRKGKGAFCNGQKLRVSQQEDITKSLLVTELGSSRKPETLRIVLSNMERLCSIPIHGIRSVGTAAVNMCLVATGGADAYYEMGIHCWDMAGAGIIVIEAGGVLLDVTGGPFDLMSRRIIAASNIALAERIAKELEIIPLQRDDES
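The IP-One HTRF competitive assay in carbachol-stimulated CHO-M1 cells quantifies cellular IP1. Compounds spanned up to 46 uM final, and activity is expressed as AC50 from concentration-response fits of the ratio and donor data.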
ALOX15B inhib – 15-hLO-2 (ALOX15B) enzyme inhibition. O15296. purified 15hLO-2, xylenol orange hydroperoxide absorbance. Potency, µM (top dose mostly 57.1 µM), for the others: at the top dose activity change, negative = inhibition, hits mostly inhibitors. hit rate 0.56% among 110,000. AID 881; further: potency means the concentration at half of the fitted maximal effect; nearly all actives have a fitted effect of over 60% in size; many of its hits are not listed in these tables
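Purified human 15hLO-2 (50 nM final) preincubated with compounds 15 min at room temperature in 25 mM Hepes pH 7.5, 0.01% Triton X-100, then 45 uM arachidonic acid added for 90 min; hydroperoxide detected via ferrous/xylenol orange, 573/405 nm absorbance ratio.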
12-hLO inh – blocks human 12-lipoxygenase activity | P18054 | purified 12-hLO, xylenol orange hydroperoxide absorbance | Potency, µM (highest dose often 57.1 µM), for inactives: top-dose activity change, negative = inhibition, usual class: inhibitors | hit rate 0.12% among 150,000 | AID 1452; further: potency means the concentration at half of the fitted maximal effect; nearly all actives have a fitted effect of over 55% in size; many of its hits are not listed in these tables
Target sequence (P18054 whole entry, looked up): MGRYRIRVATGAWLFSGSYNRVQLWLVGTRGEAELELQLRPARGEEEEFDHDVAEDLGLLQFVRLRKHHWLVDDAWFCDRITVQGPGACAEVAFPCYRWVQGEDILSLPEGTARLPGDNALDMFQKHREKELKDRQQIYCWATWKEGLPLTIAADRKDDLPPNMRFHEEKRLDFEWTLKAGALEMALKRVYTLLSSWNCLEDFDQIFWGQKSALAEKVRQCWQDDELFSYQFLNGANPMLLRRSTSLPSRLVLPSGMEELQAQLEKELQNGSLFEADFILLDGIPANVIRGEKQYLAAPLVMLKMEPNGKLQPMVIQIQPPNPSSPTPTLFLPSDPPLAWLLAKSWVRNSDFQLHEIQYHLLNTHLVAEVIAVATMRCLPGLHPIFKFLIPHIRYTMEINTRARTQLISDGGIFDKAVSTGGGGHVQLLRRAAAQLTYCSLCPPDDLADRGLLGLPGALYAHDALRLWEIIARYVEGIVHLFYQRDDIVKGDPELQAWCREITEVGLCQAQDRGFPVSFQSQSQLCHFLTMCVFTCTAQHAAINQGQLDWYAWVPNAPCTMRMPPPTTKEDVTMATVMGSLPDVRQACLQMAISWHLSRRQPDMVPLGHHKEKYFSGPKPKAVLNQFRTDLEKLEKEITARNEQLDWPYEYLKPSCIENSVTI
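Hydroperoxide formation by human 12-lipoxygenase from 40 uM arachidonic acid was followed colorimetrically via ferric-xylenol orange complex, using the 573/405 nm absorbance ratio. Enzyme concentration was 150 nM, with 30 min reaction at room temperature.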
PNC inhibitor – blocks assembly of the perinucleolar compartment. PC3M PTB-GFP, PNC prevalence imaging, 16 h; hits give low values. activity change (PNC), negative = inhibition, % at 10 µM. hit rate 3.1% among 140,000. AID 2417;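 active means readout at or below -70, meaning at least 70% loss of cells showing the perinucleolar compartment, a nuclear body marking cancer cells; inconclusive means readout between -30 and a set limit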;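 further: plate controls were DMSO wells for no effect and camptothecin positive control wells for full effect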
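Read-out is percentage of cells bearing a perinucleolar compartment, from automated 20x imaging of fixed, Hoechst-stained PC3M PTB-GFP cells. Cells were seeded 4 h, then exposed 16 h to compound (23 nl of library stock) in duplicate plates.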
Numbers without * were called inactive; u = inconclusive; x = no result given; [ ] = another dose, or the depositor's remark. Unless noted, the call rests on the fitted dose curve; in most records, active means well fitted curve in the direction sought with a large enough effect; inconclusive means small, poorly fitted or top-dose-only effect, or another doubt; inactive means no such curve, though single readings can be large; an effect the other way counts as inactive or inconclusive. Unless noted, on the % scale 0 is the no-effect control and ±100 the full control effect.

Preview:
The line under a structure holds: IMPase cell inh	ALOX15B inhib	12-hLO inh	PNC inhibitor
1: CC(C)(C)NC(=O)CSC(=Nc1ccccc1F)NC#N
→ x	x	-12%	u
2: CC(C)C(=O)Nc1nc2cc3c(cc2s1)OCO3
→ 0	u	1%	-1
3: C[C@@H]1CCC2[C@](C)(CO)C(O)CC[C@@]2(C)[C@@]12CC[C@](CO)(CCO)O2 (some centres undefined)
→ x	2%	0%	x
4: N#CCSc1nnc(COc2cccc3ccccc23)n1-c1ccccc1
→ -3	-14%	-9%	-24
5: CC(C)NC(=O)NC(=O)CSc1nnc(COc2ccccc2Cl)o1
→ 1	-8%	0%	9
6: Cn1c(-c2ccc(N)cc2)nc2ccccc21
→ u	12%	-8%	11
7: CCc1cccc(C)c1NC(=O)c1ccc(CN2CCc3ccccc3C2)cc1
→ x	x	4%	u
8: O=C(NCc1cccnc1)c1ccccn1
→ 5[1.84 µM]	3%[11.4 µM]	3%	23
9: Cc1ccc2nc(C3CCCN(C(=S)Nc4cccc(C)c4C)C3)[nH]c2c1 (centres undefined)
→ 4	16%	-3%	u
10: COC(=O)c1ccccc1NC(=O)CN(CCc1ccccc1)S(C)(=O)=O
→ -7	8%	-5%	10
11: NC(=O)Nc1ccc2c(c1)OCCO2
→ 0	-5%	5%	21
12: O=C1c2ccccc2-c2c1cccc2C(=O)N1CCOCC1
→ 3	x	-1%	53
13: Cc1ccc(-n2cc(C(=O)c3ccc4ccccc4c3O)cn2)cc1
→ 3	x	-1%	81
14: COc1ccccc1N1CCN(C(=O)Nc2cccc(Cl)c2)CC1
→ 1	-4%	-5%	34
15: CC(C)CN1CCC2(CC1)CCN(C(=O)c1cc(C(F)(F)F)cc(C(F)(F)F)c1)CC2
→ x	7%	-14%	x
16: CCCNc1nc2c(c(=O)[nH]c(=O)n2C)n1Cc1cccc(Br)c1
→ 1	-1%	-3%	-20
17: CCn1c(CSc2nnc(-c3ccc4c(c3)OCO4)o2)nc2cc(S(=O)(=O)N(C)C)ccc21
→ 8	8%	2%	-26
18: CCCCNC(=O)c1onc(CSc2ccccc2CC)c1C(=O)O
→ -8	9%	5%	-109*
19: N#CC1=C(N)Oc2cc(O)c(C=Nc3ccccc3)cc2C1c1ccccc1 (centres undefined)
→ -3	x	-18%	19
20: O=C(Nc1cc(Sc2ccccn2)cc([N+](=O)[O-])c1)c1cccc(Cl)c1
→ 3	x	3%	-26
21: CN(C)S(=O)(=O)c1ccc(C(=O)Nc2ccccc2C(=O)O)cc1
→ 12	x	3%	u
22: Cc1nc(Nc2ccc(S(N)(=O)=O)cc2)oc1C
→ -7	-4%	-4%	-11

Main list, from the start:
The line under a structure holds: IMPase cell inh	ALOX15B inhib	12-hLO inh	PNC inhibitor
1: CC(C)(C)NC(=O)CSC(=Nc1ccccc1F)NC#N
→ x	x	-12%	u
2: CC(C)C(=O)Nc1nc2cc3c(cc2s1)OCO3
→ 0	u	1%	-1
3: C[C@@H]1CCC2[C@](C)(CO)C(O)CC[C@@]2(C)[C@@]12CC[C@](CO)(CCO)O2 (some centres undefined)
→ x	2%	0%	x
4: N#CCSc1nnc(COc2cccc3ccccc23)n1-c1ccccc1
→ -3	-14%	-9%	-24
5: CC(C)NC(=O)NC(=O)CSc1nnc(COc2ccccc2Cl)o1
→ 1	-8%	0%	9
6: Cn1c(-c2ccc(N)cc2)nc2ccccc21
→ u	12%	-8%	11
7: CCc1cccc(C)c1NC(=O)c1ccc(CN2CCc3ccccc3C2)cc1
→ x	x	4%	u
8: O=C(NCc1cccnc1)c1ccccn1
→ 5[1.84 µM]	3%[11.4 µM]	3%	23
9: Cc1ccc2nc(C3CCCN(C(=S)Nc4cccc(C)c4C)C3)[nH]c2c1 (centres undefined)
→ 4	16%	-3%	u
10: COC(=O)c1ccccc1NC(=O)CN(CCc1ccccc1)S(C)(=O)=O
→ -7	8%	-5%	10
11: NC(=O)Nc1ccc2c(c1)OCCO2
→ 0	-5%	5%	21
12: O=C1c2ccccc2-c2c1cccc2C(=O)N1CCOCC1
→ 3	x	-1%	53
13: Cc1ccc(-n2cc(C(=O)c3ccc4ccccc4c3O)cn2)cc1
→ 3	x	-1%	81
14: COc1ccccc1N1CCN(C(=O)Nc2cccc(Cl)c2)CC1
→ 1	-4%	-5%	34
15: CC(C)CN1CCC2(CC1)CCN(C(=O)c1cc(C(F)(F)F)cc(C(F)(F)F)c1)CC2
→ x	7%	-14%	x
16: CCCNc1nc2c(c(=O)[nH]c(=O)n2C)n1Cc1cccc(Br)c1
→ 1	-1%	-3%	-20
17: CCn1c(CSc2nnc(-c3ccc4c(c3)OCO4)o2)nc2cc(S(=O)(=O)N(C)C)ccc21
→ 8	8%	2%	-26
18: CCCCNC(=O)c1onc(CSc2ccccc2CC)c1C(=O)O
→ -8	9%	5%	-109*
19: N#CC1=C(N)Oc2cc(O)c(C=Nc3ccccc3)cc2C1c1ccccc1 (centres undefined)
→ -3	x	-18%	19
20: O=C(Nc1cc(Sc2ccccn2)cc([N+](=O)[O-])c1)c1cccc(Cl)c1
→ 3	x	3%	-26
21: CN(C)S(=O)(=O)c1ccc(C(=O)Nc2ccccc2C(=O)O)cc1
→ 12	x	3%	u
22: Cc1nc(Nc2ccc(S(N)(=O)=O)cc2)oc1C
→ -7	-4%	-4%	-11
23: CC(=O)OC1C[C@]2(C)C(C(C)=O)CCC2C2CCC3=CC(=O)CC[C@@]3(C)C12 (some centres undefined)
→ x	-6%	-4%	x
24: O=C(CCNS(=O)(=O)c1cccc2nonc12)NCCc1ccc(Cl)cc1
→ -11	0%	-6%	25
25: Cc1nn(C(C)c2nc(-c3ccccc3)no2)c(C)c1[N+](=O)[O-] (centres undefined)
→ 6	5%	-2%	10
26: O=C(Cc1ccc(Cl)cc1)NCCCn1ccnc1
→ 0[1.84 µM]	-4%[11.4 µM]	-2%	u
27: COCc1nc2sc(C)c(C)c2c(=O)[nH]1
→ u	x	-3%	-28
28: Cc1cc(=Nc2ccc3c(c2)c(N)cc(C)[n+]3C)nc(N)n1C
→ x	4%[11.4 µM]	-3%[11.4 µM]	x
29: O=C(NCc1ccccc1)C(=O)NCC1OCCN1S(=O)(=O)c1cccs1 (centres undefined)
→ x	x	3%	u
30: c1ccc(C2=NN[C@@H]3c4ccccc4-c4ccccc4N3C2)cc1
→ x	-5%[11.4 µM]	-10%[11.4 µM]	x
31: c1ccc(-c2nnc(N3CCN(c4ccccn4)CC3)c3ccccc23)cc1
→ 0	0%	-9%	0
32: COC(=O)c1ccccc1NC(=O)c1noc2c1CCC2
→ 2	-7%	-16%	48
33: CN(C)S(=O)(=O)Nc1ccc(Oc2ccccc2)cc1
→ 1	-2%	-6%	14
34: CC1Cc2ccccc2N1S(=O)(=O)c1ccc2c(c1)n(C)c(=O)c(=O)n2C (centres undefined)
→ 4	-4%	1%	-17
35: Cc1cc(C)n(/N=C/c2ccc(C(C)C)cc2)c(=O)c1C#N
→ x	x	2%	u
36: O=C(NCc1ccncc1)c1ccc(Br)o1
→ 9	4%	-4%	5
37: COc1cc2c(cc1NC(=O)c1ccc(C)c([N+](=O)[O-])c1)oc1ccccc12
→ -9	x	-2%	78
38: COC(=O)CSc1cc(SCC(=O)OC)c(C#N)c(SCC(=O)OC)c1
→ u	-20%	-12%	24
39: Cc1occc1-c1nnc(SCC(=O)Nc2nccs2)n1Cc1ccco1
→ 3	-4%	-8%	u
40: CC1=C(/C=N/Nc2ccc([N+](=O)[O-])cc2[N+](=O)[O-])C(C)(C)CCC1
→ x	x	1%	30
41: Oc1ccc(Nc2nc(-c3ccc(O)cc3)cs2)cc1
→ 6	1%[2.29 µM]	u	-20
42: COc1cc(C(=O)OCC(=O)NCc2ccco2)cc(OC)c1OC
→ 5	-10%	-1%	-21
43: C=CCn1c(SC(C)C(=O)NCc2ccc3c(c2)OCO3)nc2scc(-c3ccccc3)c2c1=O (centres undefined)
→ 12	-11%	-8%	u
44: COc1ccccc1C(=O)Nc1ccc(S(=O)(=O)N2CCCC2)cc1
→ 9	-2%	3%	-27
45: COc1ccc(C(=O)Nc2cc(Cl)cc(Cl)c2)c(OC)n1
→ 5	8%	-2%	18
46: C=CCn1c(SCc2c(F)cccc2Cl)nnc1-c1ccco1
→ 14	-13%	-5%	22
47: CC1(C)CC(=O)C2=C(C1)N(c1ccc(Cl)cc1)C(=O)C2(O)C(F)(F)F (centres undefined)
→ x	x	3%	u
48: COC1/C=C/OC2(C)Oc3c(C)c(O)c4c(O)c(c(/C=N/N5CCN(C)CC5)c(O)c4c3C2=O)NC(=O)/C(C)=C/C=C/C(C)C(O)C(C)C(O)C(C)C(OC(C)=O)C1C (centres undefined)
→ u	u	-6%	x
49: CC(C)N(C)CCOC(=O)/C=C/c1ccccc1
→ x	x	-1%	21
50: Cc1noc(C)c1COc1ccc(C(=O)OCC(=O)NC2CCCCC2C)cc1 (centres undefined)
→ -2	-1%	-3%	36
51: COc1ccc(/C=C(/NC(=O)c2ccc(OC)c(OC)c2)C(=O)NCCc2c[nH]c3ccccc23)cc1
→ x	x	0%	13
52: CCN1CCN(C(=O)CN(C)S(=O)(=O)c2ccc(OC)c(C)c2)CC1
→ 7	0%	-1%	u
53: C=CCn1c(=S)[nH]c2sc3c(c2c1=O)CCC3
→ -11	x	u	-109*
54: O=C(NCc1cccnc1)c1cccnc1-c1nc2ccccc2s1
→ -4	-1%	2%	64
55: CCC(=O)c1ccc(-c2ccccc2)cc1
→ 0	x	0%	5
56: O=C(Nc1ccc(Cl)cc1)OCCn1nnnc1C(c1ccccc1Cl)N1CCOCC1 (centres undefined)
→ 6	9%	4%	32
57: CC1=Nc2cccc3cccc(c23)N1C
→ x	x	-1%	34
58: CCCCS(=O)CC(CS(=O)CCCC)OC(=O)c1ccc(C)cc1 (centres undefined)
→ -3	0%	2%	27
59: CCCOc1ccc(C2C(=O)N(C3CCCCC3)CC(=O)N2CCC)cc1OC (centres undefined)
→ -2	-4%	-6%	-10
60: O=C(CCCCCN1C(=O)c2cccc3cccc(c23)C1=O)N1CCOCC1
→ x	x	-1%	-18

Additional records follow.
The line under a structure holds: IMPase cell inh	ALOX15B inhib	12-hLO inh	PNC inhibitor
61: CCCNC(=O)CCNC(=O)c1ccc(C(C)(C)C)cc1
→ -1	-6%	-6%	47
62: Clc1ccc(SCc2cc(-c3ccc(Cl)cc3)on2)cc1
→ -2[1.84 µM]	6%[11.4 µM]	-4%	-15
63: COc1cc(C(=O)Nc2ccc(S(=O)(=O)NC(C)(C)C)cc2)cc(OC)c1OC
→ u	-5%	-6%	27
64: c1ccc(CSc2ncn(-c3ccccc3)n2)cc1
→ 0	-13%	1%	6
65: COc1ccc(O[C@H]2C=C[C@@H](c3ccccc3)O[C@@H]2CO/N=C(\C)CCN2CCCCc3nc(C)c(C)cc32)cc1
→ x	x	-2%	-23
66: COc1ccccc1OCc1nc(C#N)c(NCc2ccco2)o1
→ 4	-12%	1%	12
67: O=C(c1cc(C(F)(F)F)cc(C(F)(F)F)c1)N1CCC2(CCCN(Cc3ccccc3)C2)CC1
→ x	5%	5%	x
68: COC(=O)c1cccnc1SCc1ccccc1
→ 15	x	19%	-2
69: Cc1cccc(CCNC(=O)CCc2c(C)nc3ncnn3c2C)c1
→ 6	-6%	-4%	-4
70: CC1CCN(C(=O)CSc2nnc(-c3ccc(S(=O)(=O)N4CCOCC4)cc3)n2C)CC1
→ 2	x	-2%	-100*
71: CNc1ccccc1C(=O)N1CCc2c([nH]c3ccccc23)C1=O
→ x	-7%	3%	x
72: CCOc1ccc(-n2cc(C(=O)Nc3cccc(Cl)c3)c3cc(OC)c(OC)cc3c2=O)cc1
→ 5	1%	-9%	-12
73: CC(C)CN1CCC2(CC1)CCN(C(=O)c1cnccn1)CC2
→ x	-4%	1%	x

Screening data deposited in PubChem BioAssay by National Center for Advancing Translational Sciences (NCATS).

Not all compounds are listed; count on the stated rates, not on these rows.
